Bioassay records from PubChem BioAssay.
FEN1 inhibitor – human FEN1 inhibition; P39748; Recombinant FEN1 flap cleavage, fluorescence, 15 min; Potency, µM (highest dose often 114 µM), inactives show top-dose activity change, negative = inhibition, usual class: inhibitors; 390,000 tested, 0.35% active; also: nearly all actives have a fitted effect of over 65% in size
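FEN1 at 10 nM, compound pretreatment for 15 min (room temperature), 50 nM final substrate to initiate; endpoint reads at 0 and 15 min; DMSO-only plates used as vehicle background.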
KAT2A inh – blocks human GCN5L2 histone acetyltransferase | GCN5L2 HAT assay, ThioGlo1 CoA-SH fluorescence | AID 504327 | 390,000 tested, 0.21% active | Potency, µM (series often up to 58.9 µM), inactives show at the top dose activity change, negative = inhibition, most hits filed as inhibitors
Target sequence (Q92830 whole entry, looked up): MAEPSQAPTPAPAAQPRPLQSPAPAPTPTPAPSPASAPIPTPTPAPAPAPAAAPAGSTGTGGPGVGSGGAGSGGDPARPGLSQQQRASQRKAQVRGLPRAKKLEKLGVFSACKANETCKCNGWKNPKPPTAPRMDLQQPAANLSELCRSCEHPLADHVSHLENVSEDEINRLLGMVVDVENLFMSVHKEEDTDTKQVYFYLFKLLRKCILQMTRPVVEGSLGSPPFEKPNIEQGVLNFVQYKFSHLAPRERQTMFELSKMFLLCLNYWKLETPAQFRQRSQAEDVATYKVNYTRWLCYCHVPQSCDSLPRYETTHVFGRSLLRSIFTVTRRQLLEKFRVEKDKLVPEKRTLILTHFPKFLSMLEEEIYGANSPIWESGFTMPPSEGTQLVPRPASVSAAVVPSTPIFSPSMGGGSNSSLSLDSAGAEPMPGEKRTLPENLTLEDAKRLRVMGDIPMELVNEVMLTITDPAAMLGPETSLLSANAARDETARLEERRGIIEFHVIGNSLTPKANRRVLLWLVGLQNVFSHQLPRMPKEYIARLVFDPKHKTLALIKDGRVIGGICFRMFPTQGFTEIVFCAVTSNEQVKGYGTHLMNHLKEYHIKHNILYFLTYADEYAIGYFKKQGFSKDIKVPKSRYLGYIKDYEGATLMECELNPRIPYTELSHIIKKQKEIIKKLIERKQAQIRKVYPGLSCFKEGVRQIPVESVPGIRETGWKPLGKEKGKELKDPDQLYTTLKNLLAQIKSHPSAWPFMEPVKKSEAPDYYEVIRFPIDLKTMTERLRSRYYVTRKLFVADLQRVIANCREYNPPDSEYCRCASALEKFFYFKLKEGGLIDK
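Compounds, pin-transferred from DMSO stocks, meet 20nM GCN5L2 for 15 min before the reaction begins with H3(1-25) peptide (75uM) and acetyl-CoA (70uM). Thiol-reactive ThioGlo1 reports CoA release over 20 min at room temperature.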
N370S GC – N370S glucocerebrosidase modulation, Gaucher chaperone candidate; P04062; N370S GC spleen homogenate, 4MU-glucoside fluorescence; Potency, µM (top dose mostly 59.4 µM), without a hit: at the highest dose activity change, negative = inhibition, hits mostly inhibitors; 330,000 tested, 0.092% active; AID 2101;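 also: 0% = full enzyme activity and -100% = no enzyme basal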
* = called active by the depositor; ? = inconclusive; . = no result given; & = joins results of further samples. Calls follow the shape of the dose curve; as a rule, active = well fitted curve in the direction sought with a large enough effect; inconclusive = small, poorly fitted or top-dose-only effect, or another doubt; inactive = no such curve, though single readings can be large; an effect the other way counts as inactive or inconclusive. Unless noted, % is scaled to controls: 0 for no effect and ±100 for the full control effect; potency is read from the fitted curve at half-maximal effect.

KAT2A inh	N370S GC	FEN1 inhibitor	SMILES
-2.1%	-5.1%	.	O=C(O)CS/C(=C\c1ccc(F)cc1)c1nc2ccccc2s1
1.2%	5.9%	-2.3%	CCn1cc(C(C)NC(=O)Nc2ccc3c(c2)OCO3)c(C)n1 (stereo not drawn)
-4.3%	-9.4%	-9.4%	CC(=O)c1ccc(N2CCN(c3ccccc3O)CC2)c([N+](=O)[O-])c1
-16.0%	-5.5%	-3.0%	CCOC(=O)C1(CCOC)CCN(Cc2nc(-c3cccs3)oc2C)CC1
-8.6%	.	-9.7%	O=C(COC(=O)c1ccco1)NCCc1ccc(Cl)cc1
-2.4%	.	-16.8%	Cc1cccc(N2CCN(C(=O)CSCc3ccc(F)cc3)CC2)c1C
1.8%	1.2%	13.1%	CN1CCN(C(=O)c2ccc3c(c2)N(Cc2ccc(Cl)cc2)C(=O)c2ccccc2S3=O)CC1 (stereo not drawn)
-3.8%	-6.3%	15.3%	COc1ccccc1-c1nc2ccccc2nc1-c1ccccc1OC
1.0%	-11.0%	13.8%	COc1cc2c(cc1OC)C(c1cccc(Br)c1)CC(=O)N2 (stereo not drawn)
-2.9%	-2.5%	0.0%	CC(=O)Oc1ccc(/C=C(\NC(=O)c2ccco2)C(=O)NCc2ccco2)cc1
-20.1%	-4.9%	-16.3%	CCC(=O)c1ccc(O)c(CC=C(C)C)c1
-0.2%	?	-16.5%	Cc1ccsc1C=Nc1ccc(O)cc1
-3.0%	4.8%	-6.5%	COc1ccc(NC(=S)NC(=O)c2ccc(Br)o2)cc1
-5.6%	-10.3%	7.3%	COc1cccc(Nc2ncc(C#N)c(N)n2)c1
-13.4%	12.1%	5.1%	CC(=O)c1cc2c(cc1NC(=O)C1CCC1)OCO2
-1.8%	1.5%	-1.1%	CN(CCC#N)C(=O)c1cc2c(Cl)nc3ccccc3c2s1
-1.8%	-9.6%	16.8%	O=C(O)CC/C(=N/NC(=O)CNC(=O)Cc1ccc(Cl)cc1)c1ccccc1
1.4%	-8.2%	1.3%	COc1ccc(C2=NN(C(=O)c3ccccc3)C(c3ccccc3)C2)c(O)c1 (stereo not drawn)
0.5%	-4.2%	4.8%	O=C(c1ccc(C#CC2(O)CCCCC2)cc1)N1CCN(Cc2ccccc2)CC1
-18.3%	-4.4%	.	COc1ccc(C(=O)N2CCC3(CCN(Cc4ccncc4)CC3)CC2)cc1
0.3%	1.2%	4.4%	Cc1cc(NC(=O)C2CCCN2C(=O)Nc2c(C)cccc2C)ccc1-n1cnnn1 (stereo not drawn)
-1.2%	-1.1%	-16.3%	O=c1c2ccccc2cnn1-c1nc2ccccc2[nH]1
1.2%	-8.1%	0.0%	Cc1c(NC(=O)c2ccccc2NS(=O)(=O)c2ccc(Br)cc2)c(=O)n(-c2ccccc2)n1C
-11.9%	9.0%	-5.4%	Cc1cc(NC(=O)CSCc2ccccc2C)no1
1.9%	1.9%	17.8%	O=C(Cn1c(CO)nc2ccccc21)NCCc1ccc(F)cc1
?	19.9%	-32.3%	Cc1oc2c(c(C)cc3oc(=O)c(CC(=O)N[C@@H](C)C(=O)O)c(C)c32)c1C
-2.6%	3.5%	-2.2%	C=CCNC(=O)c1sc(-c2ccccc2)nc1C
13.8%	?	-2.0%	CCCNc1nc2ccccc2n2c(C)nnc12
-22.0%	4.6%	?	OC(CN1CCN(c2ccccn2)CC1)Cn1c2ccccc2c2ccccc21 (stereo not drawn)
-5.0%	.	15.9%	Cc1noc(C)c1NC(=O)N(C)C[C@H]1Oc2c(NC(=O)Nc3ccccc3)cccc2C(=O)N([C@H](C)CO)C[C@@H]1C

Part of the list above in order of count of non-hydrogen atoms, lowest first.
KAT2A inh	N370S GC	FEN1 inhibitor	SMILES
-0.2%	?	-16.5%	Cc1ccsc1C=Nc1ccc(O)cc1
-11.9%	9.0%	-5.4%	Cc1cc(NC(=O)CSCc2ccccc2C)no1
-1.2%	-1.1%	-16.3%	O=c1c2ccccc2cnn1-c1nc2ccccc2[nH]1

Other entries follow:
KAT2A inh	N370S GC	FEN1 inhibitor	SMILES
-2.4%	1.7%	-15.5%	Cc1ccc(NCc2cccnc2)c(Br)c1
-5.6%	-15.3%	-2.3%	CCCC1CCC(=C(C#N)C(N)=O)CC1 (stereo not drawn)
.	-6.1%	-10.4%	O=C1C[C@@H](c2ccc3ccccc3c2)N1S(=O)(=O)c1ccccc1[N+](=O)[O-]
0.6%	.	12.3%	CCOc1ccccc1C(=O)N1CC(=O)Nc2ccc(C)cc2C1c1ccccc1 (stereo not drawn)
-13.6%	-0.6%	-17.4%	CCOC(=O)c1cc2c(C)n(-c3ccc(C)cc3)c(C)c2ccc1=O
-2.8%	-3.8%	-14.2%	CC(=O)NS(=O)(=O)c1ccc(NC(=S)NC(=O)C(C)(C)C)cc1
-8.7%	5.9%	.	COc1c(O)c2c(=O)cc(OC)c3c4c(OC)cc(=O)c5c(O)c(OC)c6c(c(c1C[C@@](C)(O)[C@H]6C(C)=O)c23)c54
-5.3%	-10.8%	0.4%	Cc1nc2sc(C(c3cccs3)N3CC(C)CC(C)C3)c(O)n2n1 (stereo not drawn)
-3.6%	-4.6%	-2.5%	CCCS(=O)(=O)N1CCN(C(=O)c2ccco2)CC1
5.7%	-2.2%	13.3%	OCCC1CN(Cc2cccc(O)c2)CCN1CCc1ccccc1 (stereo not drawn)
-4.7%	0.7%	-18.6%	O=C(CSc1nc(-c2ccccc2)cs1)NC(=O)NCc1ccco1
-0.2%	1.3%	-0.9%	C/C=C/c1ccc(Oc2nnnn2-c2ccc(C(N)=O)cc2)c(OC)c1
-1.1%	7.1%	-6.3%	CC(=O)C1=C(O)C(=O)N(CCC(=O)O)C1c1ccc(Cl)cc1Cl (stereo not drawn)
-4.3%	5.3%	5.5%	O=S(=O)(Cc1ccccc1)NCC1CCCN(Cc2cccc3nonc23)C1 (stereo not drawn)
-0.8%	2.3%	-0.3%	CCn1cc(C(=O)Nc2cccc(NC(C)=O)c2)c2cc(OC)c(OC)cc2c1=O
-6.9%	-3.2%	18.7%	CC1CCCCN1CCNC(=O)CN1C(=O)CSc2ccc(S(=O)(=O)N3CCCCC3)cc21 (stereo not drawn)
?	27.4%	.	CN(C)c1ncc2nc(CCc3ccccc3)c(=O)n(-c3ccccc3)c2n1
-6.0%	1.4%	1.6%	CCc1ccc(-n2nnnc2SCC(=O)Nc2ccc(NC(C)=O)cc2)cc1
-3.8%	-22.7%	-0.7%	CCN(CC)CCNC(=O)c1ccc(NC(=O)Cc2cccc3ccccc23)cc1
-13.1%	-8.4%	13.1%	CCOc1ccc(N(CC(=O)Nc2ccccc2OC)S(=O)(=O)c2ccccc2)cc1
-7.1%	4.1%	-0.3%	Cc1cccc(Oc2cc(NC(=O)Cn3cnc([N+](=O)[O-])n3)cc([N+](=O)[O-])c2)c1
-4.5%	-10.9%	2.3%	COc1ccccc1CNC(=O)COC(=O)C1CCN(S(=O)(=O)c2ccccc2)CC1
-4.8%	3.0%	-5.0%	COc1ccc(CC(=O)N2CCN(c3cccc(C)c3C)CC2)cc1
-7.1%&0.6%&-17.9%	-5.7%&-9.4%&-20.1%	-5.6%	CC(CN(C)C)CN1c2ccccc2CCc2ccccc21 (stereo not drawn)
-0.5%	-21.4%	12.0%	COc1ccc(S(=O)(=O)N/N=C\c2ccc([N+](=O)[O-])o2)c(OC)c1
-18.9%	10.4%	3.3%	CC1CCC(NC(=O)c2ccc(CS(=O)(=O)Cc3ccccc3F)o2)CC1 (stereo not drawn)
-21.1%	-4.3%	-5.1%	O=C(CCN1C(=O)c2ccncc2C1=O)NCc1ccc(Cl)cc1
0.9%	-6.1%	-13.0%	COC(=O)c1[nH]c(C)c(/C(O)=C2\C(=O)C(=O)N(CCN(C)C)C2c2cccc(OC)c2OC)c1C (stereo not drawn)
0.4%	.	3.4%	COc1ccc(NC(=O)CC2C(=O)N(c3cccc(C)c3)C(=O)N2Cc2cccnc2)cc1 (stereo not drawn)
-7.8%	.	4.3%	CCN(CC)c1ccc(NC(=O)c2cccn2-c2nnc(N3CCCCC3)s2)c(C)c1

Four successive entries from above:
KAT2A inh	N370S GC	FEN1 inhibitor	SMILES
-2.4%	1.7%	-15.5%	Cc1ccc(NCc2cccnc2)c(Br)c1
-5.6%	-15.3%	-2.3%	CCCC1CCC(=C(C#N)C(N)=O)CC1 (stereo not drawn)
.	-6.1%	-10.4%	O=C1C[C@@H](c2ccc3ccccc3c2)N1S(=O)(=O)c1ccccc1[N+](=O)[O-]
0.6%	.	12.3%	CCOc1ccccc1C(=O)N1CC(=O)Nc2ccc(C)cc2C1c1ccccc1 (stereo not drawn)

(further entries)
KAT2A inh	N370S GC	FEN1 inhibitor	SMILES
-0.2%	-5.3%	12.6%	Cc1cc(C)cc(NC(=S)NCCN(C2CCCCC2)C2CCCC2)c1
-1.4%	5.1%	1.7%	CCCn1cnc2sc(CC)cc2c1=O
-6.3%	-7.4%	-4.1%	O=C1NCCN/C1=C\C(=O)c1ccc(Cl)cc1
2.2%	-26.8%	-5.8%	CCOC(=O)C1C(=O)CC(C)(O)C(C(=O)OCC)C1c1ccco1 (stereo not drawn)
0.5%	.	2.3%	COc1cc(=O)oc(CCC(C)O)c1C (stereo not drawn)
-27.3%	?	-8.8%	Cc1c(NS(=O)(=O)c2ccc3c(c2)NC(=O)CC(=O)N3)cccc1[N+](=O)[O-]
?	-1.2%	6.1%	CC(=O)Nc1ccc2c(c1)N(S(=O)(=O)c1cccs1)CCC2
-0.8%	0.2%	-3.0%	C#CCOC(=O)Nc1cnccc1C(F)(F)F
0.7%	.	?	COCCNC(=O)CSc1nc(-c2cc(OC)c(OC)c(OC)c2)[nH]c1-c1ccc(Cl)cc1
3.9%	1.9%	-16.3%	C(=N\c1nc2ccccc2[nH]1)/c1cccs1
-10.6%	9.1%	9.6%	CCC(CC)C(=O)N1CCN(c2ccccc2)CC1
1.1%	-17.2%	-16.2%	Cc1cccc(CCNC(=O)CN(C)S(=O)(=O)c2cnc[nH]2)c1
-8.4%	-14.0%	-2.4%	COc1ccc(C2CC(c3ccc(C)o3)=NN2C(C)=O)cc1 (stereo not drawn)
-3.3%	-6.4%	-7.7%	COc1ccc(-n2nc(C)c3c(=O)c4c([nH]c32)CCCC4)cc1
-14.7%	13.1%	-5.6%	COc1ccc(-c2nn(CC(=O)Nc3ccc(Cl)c(Cl)c3)c(=O)c3ccccc23)cc1
2.9%	-2.5%	0.1%	COc1ccc(/C(C)=N/NC(=O)CN(c2ccc(OC)cc2)S(=O)(=O)c2ccccc2)cc1
-0.1%	21.0%	-1.9%	COC(=O)c1cnc(Nc2ccc(Cl)cc2)c([N+](=O)[O-])c1
-1.2%	3.1%	4.7%	CCc1ccccc1N1C[C@@]23C=C[C@@H](O2)C(C(=O)OCC(C)C)[C@H]3C1=O (stereo partly drawn)
-2.9%	0.2%	-14.5%	Nc1c(C(=O)N2CCCCC2)sc2nc3c(cc12)CCCC3
-9.8%	.	14.1%	Cc1ccc(NC(=O)CSc2nnc(Cc3csc(C)n3)o2)cc1
-10.5%	1.9%	-11.5%	Cc1c(N=C/C=C/c2ccccc2)c(=O)n(-c2ccccc2)n1C
-14.0%	6.1%	-3.7%	Cc1cccc(C)c1N1C(=O)CN(Cc2ccccc2)C1=S
-16.7%	.	-1.6%	O=C(NCc1ccccc1Cl)c1cnc(N2CCCCC2)c2ccccc12
-7.6%	8.7%	-11.8%	Cc1noc(C)c1S(=O)(=O)N(CC(=O)N1CCn2c1nc1ccccc12)c1ccc(C(C)C)cc1
-14.1%	0.2%	14.0%	Cc1cc(C)cc(NC(=O)c2sc3nc4n(c(=O)c3c2C)CCC4)c1
4.5%	13.4%	0.3%	O=C(NN=C1CCN(Cc2ccccc2)CC1)c1cccc(S(=O)(=O)Nc2ccccc2Cl)c1
0.7%	-6.3%	2.7%	Cc1ccc2c(c1)N(CC(=O)N1CCCCCC1)C(=O)C(C)O2 (stereo not drawn)
-0.1%	.	8.7%	CC(=O)Nc1ccc(S(=O)(=O)NC(C)c2ccncc2)cc1 (stereo not drawn)
-0.2%	5.8%	6.3%	CCOC(=O)C1CCN(S(=O)(=O)c2ccc(OC)c(C(=O)N3CCCCCC3)c2)CC1
1.7%	.	-11.4%	CC(C)CN(C(=O)CSc1nnc(C2CC2)n1-c1ccccc1)C1CCS(=O)(=O)C1 (stereo not drawn)
-1.8%	16.4%	-2.3%	COc1ccc(C(=O)NNc2cc(C)nc(NNC(=O)c3ccc(OC)cc3)n2)cc1

Results in N370S GC, for three of the compounds above:
Molecule | N370S GC
COc1ccc(C2CC(c3ccc(C)o3)=NN2C(C)=O)cc1 (stereo not drawn) | -14.0%
COc1ccc(-n2nc(C)c3c(=O)c4c([nH]c32)CCCC4)cc1 | -6.4%
COc1ccc(-c2nn(CC(=O)Nc3ccc(Cl)c(Cl)c3)c(=O)c3ccccc23)cc1 | 13.1%

This is a subset. The share of hits here may be higher or lower than overall.
